Screening results from PubChem BioAssay.
PKA-R1A act: activates the PKA-R1A holoenzyme complex; PKA-R1A dissociation, Cy5-IP20 fluorescence polarization; scaled: DMSO 0%, 113 µM cGMP 100%; activation, % at 11.4 µM; actives 0.083% (n = 340,000); AID 504707;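 active = percent activation above the mean of all tested compounds plus 3 SD, cut at about 19% in these data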;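 also: higher means more PKAc released from R1A so a rise in polarization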
SUMO Mot1 rescue: inhibitors of SUMOylation pathway: yeast Mot1-301 growth rescue. S. cerevisiae Mot1-301 growth rescue, ATP luminescence, 38.5C; percent above DMSO median, 100 means doubled. actives 1% (n = 320,000). AID 2716. growth rescue, % at 18.8 µM;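 active = every valid replicate shows activation above 250% relative to neutral control wells; inactive = the rest, any valid replicate at or below 250%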;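 also: OY570 slx delta 5 strain wells were the positive control but not used for scaling; some compounds called inactive have numbers as strong as hits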
Ecoli viability: bacterial growth inhibition, counter-screen for AddAB inhibitors | AID 449728 | actives 0.27% (n = 330,000) | E. coli V3065 growth, OD600 absorbance, 18 h | inhibition, % at 11.9 µM;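 active = inhibition above the campaign's mean inhibition across all tested compounds plus 3 SD, cut at about 9.9% in these data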;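 also: uninfected addAB+ strain grown without phage in ampicillin broth; 0% = DMSO wells and 100% = ciprofloxacin 0.95 µg/ml wells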
Tat export inh: inhibitors of E. coli Tat protein transport; inhibition, % at 10 µM; actives 0.036% (n = 340,000); E. coli MC4100 TorA-mCherry Tat export, fluorescence;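 active = mean replicate inhibition at least 50% and at least half of replicates individually reaching 50%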;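 also: exported cargo escapes ClpAP degradation while cytoplasmic cargo is degraded and loses fluorescence; 0% = median of neutral control wells and 100% = median of NaSCN control wells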
OPRM1-OPRD1 inv: mu-delta opioid heterodimer inverse agonism. P35372+P41143. cell-based MOR-DOR heterodimer luminescence. inhibition, % at 9.3 µM. actives 0.21% (n = 340,000). AID 504357; in the data active = inhibition above about 22%, passing the limit was not always enough;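 also: 0% = cells with DMSO and 100% = wells without cells with DMSO; values of inactives mirror those of a sister screen read the other way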
Target sequence (P35372 whole entry, looked up): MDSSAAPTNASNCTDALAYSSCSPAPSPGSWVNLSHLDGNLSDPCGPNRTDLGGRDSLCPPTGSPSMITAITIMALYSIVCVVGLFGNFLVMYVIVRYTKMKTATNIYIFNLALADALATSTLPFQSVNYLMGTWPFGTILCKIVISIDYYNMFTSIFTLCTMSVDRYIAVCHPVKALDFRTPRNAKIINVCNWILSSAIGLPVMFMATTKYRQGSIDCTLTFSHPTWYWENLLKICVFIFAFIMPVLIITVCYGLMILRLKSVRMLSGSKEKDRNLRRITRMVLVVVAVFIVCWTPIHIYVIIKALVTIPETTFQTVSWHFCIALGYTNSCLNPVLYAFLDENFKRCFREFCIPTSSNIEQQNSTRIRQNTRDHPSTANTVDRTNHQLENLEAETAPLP
Target sequence (P41143 whole entry, looked up): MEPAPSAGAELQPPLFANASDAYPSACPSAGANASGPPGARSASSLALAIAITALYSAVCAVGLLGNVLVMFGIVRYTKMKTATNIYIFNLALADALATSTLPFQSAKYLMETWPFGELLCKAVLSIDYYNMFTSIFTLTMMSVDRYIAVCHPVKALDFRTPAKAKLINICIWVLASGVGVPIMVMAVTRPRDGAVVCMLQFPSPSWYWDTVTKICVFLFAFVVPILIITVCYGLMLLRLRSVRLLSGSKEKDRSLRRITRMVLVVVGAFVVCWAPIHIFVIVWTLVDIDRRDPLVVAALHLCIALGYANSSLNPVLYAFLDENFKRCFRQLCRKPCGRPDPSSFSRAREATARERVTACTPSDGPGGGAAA
PfHsp90 yeast 2: inhibits growth of yeast expressing Plasmodium falciparum Hsp90; S. cerevisiae expressing PfHsp90, BacTiter-Glo ATP, 48 h; yeast lacking PDR1 and PDR3 efflux regulators; inhibition, % at 9.4 µM; actives 0.32% (n = 310,000); AID 504621;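 active = every replicate shows inhibition above about 80%, whatever the replicate mean, limit read from the data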;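 also: 0% = DMSO neutral controls and 100% = 20 µM radicicol positive controls; yeast relying on Plasmodium falciparum Hsp90 in place of its own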
AddAB inh: less growth of phage-infected E. coli with AddAB | E. coli expressing H. pylori AddAB, absorbance growth | inhibition, % at 11.9 µM | actives 0.29% (n = 330,000) | AID 435030; in the data active = inhibition above about 12%;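 also: 0% = vehicle wells of infected cells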
phage Ecoli inh: E. coli growth loss with phage present; growth absorbance; inhibition, % at 11.9 µM; actives 0.26% (n = 360,000); AID 651602; in the data active = inhibition above about 11%
PKA-R2B activ: PKA-R2B complex activation; PKA-R2B holoenzyme dissociation, Cy5-IP20 fluorescence polarization; R2B truncated from residue 108, S112A mutant; 0% DMSO only, 100% 113 µM cGMP; P22694+P31323; activation, % at 11.4 µM; actives 0.079% (n = 340,000);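 active = activation above a cutoff set at the mean over all compounds plus 3 SD, cut at about 18% in these data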;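 also: higher means more holoenzyme dissociation and a rise in polarization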
OPRM1-OPRD1 ag: agonists of human mu-delta opioid receptor heterodimerization | P35372+P41143 | cells, OPRM1-OPRD1 heterodimerization, luminescence | activation, % at 9.3 µM | actives 0.3% (n = 340,000) | AID 504326; in the data active = activation above about 18%;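 also: 0% = vehicle-treated cells and 100% = reference agonist; values of inactives mirror those of a sister screen read the other way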
HTR5A inv ag: counter-screen for OPRM1-OPRD1 inverse agonists: human HTR5A inverse agonism | HTR5A cell line, luminescence | inhibition, % at 9.3 µM | actives 0.083% (n = 340,000) | AID 504634; in the data active = inhibition mostly above about 23%, no sharp cut-off; inactive = mostly below about 18%;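 also: 0% = cells with DMSO and 100% = no-cell wells with DMSO; some compounds called inactive have numbers as strong as hits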
* = called active by the depositor; i = inactive; . = no result given. Compounds were not picked by outcome. About 2.2% of those tested had a hit in this group.

entry	Compound	PKA-R1A act	SUMO Mot1 rescue	Ecoli viability	Tat export inh	OPRM1-OPRD1 inv	PfHsp90 yeast 2
1	CCCOc1ccc(-c2nnn(CC(=O)OCC)n2)cc1	6	i	0.3	-2	-4	7
2	Cc1noc(/C=C/c2cccs2)c1S(=O)(=O)N1CCC(C(=O)NCCCN2CCCC(C)C2)CC1 (centres undefined)	0	0	0.2	-5	8	6
3	CCOC(=O)n1c(=O)oc2ccccc21	-5	-10	-1.1	-5	7	-31
4	COc1nc(-c2ccccc2)cc(C(F)(F)F)n1	-6	-13	-0.9	0	6	-7
5	Cc1c(C(=O)NCCCN2CCOCC2)oc2ccc(S(=O)(=O)N3CCOCC3)cc12	1	-10	2.6	2	9	3
6	Cc1cccc2cc(C(c3nnnn3Cc3ccccc3)N3CCCc4ccccc43)c(=O)[nH]c12 (centres undefined)	1	-12	-0.2	3	-8	.
7	O=C1CN(C(=O)CNC(=O)c2ccc(Cl)cc2Cl)CCN1	7	-18	-1.4	-8	10	-14
8	Cc1occc1C(=O)Nc1cc(C(C)(C)C)on1	3	-46	1.9	-9	13	28
9	Nc1nc2nccc(-c3ccccn3)n2n1	2	25	0.7	-1	-7	5
10	O=C(Nc1ncccc1O)c1ccc(OCC2CCCO2)cc1 (centres undefined)	-2	-15	-0.4	-13	4	-5
11	O=C(CCS(=O)(=O)c1cccc2nsnc12)NC1CCCCC1	3	11	-3.1	16	-6	27
12	CC1CC(C)CN(S(=O)(=O)c2ccc(F)c(C(=O)Nc3ccc(Cl)cc3F)c2)C1 (centres undefined)	-2	9	-0.9	-8	-15	15
13	Cn1c(=O)c2nc(Cl)c(-c3ccccc3)nc2n(C)c1=O	-6	9	-0.2	-5	7	-2
14	COc1ccc(CNC(=O)CSc2nc3nc(C)cc(C)n3n2)cc1	14	4	-3.3	29	7	-5
15	Cc1ccccc1C(=O)N[C@H](C(=O)Nc1ccc(Cl)c(Cl)c1)C(C)C	-6	185	2.3	11	-35	7

entry	AddAB inh	phage Ecoli inh	PKA-R2B activ	OPRM1-OPRD1 ag	HTR5A inv ag
1	1.0	-0.5	-6	0.8	-9
2	0.0	2.0	7	-1.5	-1
3	0.0	2.3	-9	-1.2	-25
4	0.3	2.4	-13	-1.2	-26
5	2.1	4.9	-1	-1.6	-15
6	-1.3	4.9	1	1.3	-18
7	-3.4	0.1	3	-1.4	-39
8	4.2	3.9	9	-2.4	5
9	3.9	4.0	-3	1.2	-1
10	-0.8	2.5	1	-0.7	6
11	1.3	-0.5	-11	1.0	4
12	-1.5	2.2	3	2.5	13
13	2.0	1.7	9	-1.1	-44
14	-1.2	2.2	3	-1.2	5
15	4.8	3.7	-13	5.8	-1

Two records drawn at random from those above, as already listed:
entry	Compound	PKA-R1A act	SUMO Mot1 rescue	Ecoli viability	Tat export inh	OPRM1-OPRD1 inv	PfHsp90 yeast 2
4	COc1nc(-c2ccccc2)cc(C(F)(F)F)n1	-6	-13	-0.9	0	6	-7
2	Cc1noc(/C=C/c2cccs2)c1S(=O)(=O)N1CCC(C(=O)NCCCN2CCCC(C)C2)CC1 (centres undefined)	0	0	0.2	-5	8	6

entry	AddAB inh	phage Ecoli inh	PKA-R2B activ	OPRM1-OPRD1 ag	HTR5A inv ag
4	0.3	2.4	-13	-1.2	-26
2	0.0	2.0	7	-1.5	-1

Next part:
entry	Compound	PKA-R1A act	SUMO Mot1 rescue	Ecoli viability	Tat export inh	OPRM1-OPRD1 inv	PfHsp90 yeast 2
16	CCCC(=O)c1cc2cc(Cl)ccc2oc1=O	6	3	-3.6	5	-2	6
17	CN1CCC(NC(=O)c2cccs2)CC1	-8	-3	-1.3	0	-1	7
18	CCc1ccc(/C(C)=N/NC(=O)c2ccc(-n3cnnn3)cc2)cc1	-3	-5	2.1	-5	7	8
19	COc1ccc(S(=O)(=O)NCC2CCCO2)cc1C(=O)O (centres undefined)	-5	-15	-0.8	2	13	-1
20	CCn1c(=O)n(CC)c2cc(NC(=O)C(C)c3ccccc3)c(Br)cc21 (centres undefined)	-7	0	-1.5	4	1	0
21	CCOc1ccc(N2C(=O)CC(N3CCc4ccccc43)C2=O)cc1 (centres undefined)	-11	-2	0.8	2	11	29
22	COc1cc(NC(=O)CCCSc2nc(-c3ccco3)cc(C(F)(F)F)n2)cc(OC)c1OC	-6	5	-1.3	-1	-10	-5
23	CCCCN(CC)CCNC(=O)c1cc2c(=O)[nH]c3ccccc3c2n1C	3	-5	-0.8	0	17	7
24	Cc1ccc2c(c1)N(CC(=O)N(Cc1ccc3c(c1)OCO3)CC1CCCO1)C(=O)C(C)O2 (centres undefined)	-1	-12	-0.2	3	1	-9
25	COc1cccc(CC(=O)OC(C)C(=O)Nc2ccc(N3CCOCC3)cc2)c1 (centres undefined)	-8	-6	0.0	0	11	.
26	NC1(C(=O)O)CCCCC1c1ccccc1 (centres undefined)	-10	.	.	-6	15	-18
27	CCN(c1ccccc1)S(=O)(=O)c1ccc2c(c1)C(C)(C)C(=O)N2C	3	-2	0.4	2	-2	2
28	CCOc1ccc(CSCCNC(=S)Nc2ccccc2)cc1	-8	9	-0.6	2	-4	-8
29	CCC(C)c1c(O)nc(SCC(=O)N2CCOCC2)[nH]c1=O (centres undefined)	-4	359	2.6	12	-2	-23
30	Cc1ccc(S(=O)(=O)N2CCC(C(=O)OC(C)C(=O)N(C)c3ccccc3)CC2)cc1C (centres undefined)	-5	-8	-1.9	1	7	4

entry	AddAB inh	phage Ecoli inh	PKA-R2B activ	OPRM1-OPRD1 ag	HTR5A inv ag
16	-2.1	1.2	-5	0.3	1
17	-1.7	1.7	-3	0.2	-15
18	1.6	1.8	-9	-1.7	-2
19	1.0	-0.1	5	-2.8	0
20	-1.9	3.4	6	-0.3	-14
21	0.7	1.7	0	-2.2	3
22	2.4	1.4	-2	1.9	-28
23	-2.6	2.4	3	-3.4	10
24	1.8	1.6	-9	-0.2	10
25	1.8	2.5	-3	-2.1	-2
26	.	2.1	0	-2.9	-8
27	-1.1	.	10	0.3	-28
28	2.0	1.7	-6	0.8	0
29	1.9	2.6	3	0.4	17
30	0.3	-0.6	-5	-1.8	9

Carrying on:
entry	Compound	PKA-R1A act	SUMO Mot1 rescue	Ecoli viability	Tat export inh	OPRM1-OPRD1 inv	PfHsp90 yeast 2
31	Cc1ccccc1-c1nc2ccccc2o1	-4	8	1.2	0	-1	-5
32	Cc1ccc(NC(=O)c2scc3c2CCCC3)cc1	-15	3	2.3	5	22	-11
33	CN(Cc1ccccc1)C(=O)c1cc(=O)[nH]c2ccccc12	-7	6	-1.4	-8	10	-15
34	Cn1ncc(Cl)c1C(=O)NCc1ccc2c(c1)OCO2	0	132	-0.5	3	10	17
35	CCOc1ccccc1NC1c2ccccc2C(=O)N1c1ccc(C)cn1 (centres undefined)	-4	-21	3.3	0	-14	10
36	COc1cc(C(=O)N2CCC(NC(=O)C(Cc3ccc(C)cc3)NC(C)=O)CC2)cc(OC)c1OC (centres undefined)	-3	5	-1.3	-6	2	0
37	O=C(C=Cc1cccc(Cl)c1)c1ccccc1	-3	.	.	10	-16	2
38	CN(Cc1ccccc1)C(=O)c1cccc(NC(=O)Cc2cccc(NC(=O)C3CCN(C(=O)C4CC4)CC3)c2)c1	3	.	.	-8	6	1
39	CCOc1ccccc1N1CCN(CC(=O)N(CC(C)C)c2c(N)n(CC(C)C)c(=O)[nH]c2=O)CC1	0	-3	0.2	-4	-6	.
40	CCN(CC)CCNC(=O)c1cn(CC)c2ccc(S(=O)(=O)N3CCOCC3)cc2c1=O	-8	-6	1.0	2	9	-4

entry	AddAB inh	phage Ecoli inh	PKA-R2B activ	OPRM1-OPRD1 ag	HTR5A inv ag
31	1.8	1.9	-3	0.2	7
32	1.1	2.1	1	-3.7	15
33	2.1	-0.2	-8	-2.0	5
34	1.7	2.3	-3	-1.9	-17
35	-1.8	3.1	-7	2.3	18
36	0.8	2.7	6	-0.3	1
37	.	-0.6	-4	3.3	0
38	.	-0.1	-2	-1.4	-1
39	5.5	-0.5	-15	1.3	-8
40	0.8	2.5	-11	-1.6	2

An excerpt from above in order of molar mass, smallest number first:
entry	Compound	PKA-R1A act	SUMO Mot1 rescue	Ecoli viability	Tat export inh	OPRM1-OPRD1 inv	PfHsp90 yeast 2
31	Cc1ccccc1-c1nc2ccccc2o1	-4	8	1.2	0	-1	-5
32	Cc1ccc(NC(=O)c2scc3c2CCCC3)cc1	-15	3	2.3	5	22	-11
33	CN(Cc1ccccc1)C(=O)c1cc(=O)[nH]c2ccccc12	-7	6	-1.4	-8	10	-15
35	CCOc1ccccc1NC1c2ccccc2C(=O)N1c1ccc(C)cn1 (centres undefined)	-4	-21	3.3	0	-14	10
39	CCOc1ccccc1N1CCN(CC(=O)N(CC(C)C)c2c(N)n(CC(C)C)c(=O)[nH]c2=O)CC1	0	-3	0.2	-4	-6	.

entry	AddAB inh	phage Ecoli inh	PKA-R2B activ	OPRM1-OPRD1 ag	HTR5A inv ag
31	1.8	1.9	-3	0.2	7
32	1.1	2.1	1	-3.7	15
33	2.1	-0.2	-8	-2.0	5
35	-1.8	3.1	-7	2.3	18
39	5.5	-0.5	-15	1.3	-8
